MITF inh: blocks human microphthalmia-associated transcription factor | O75030 | AlphaScreen MITF homodimerization, bead proximity signal | inhibition, % at 2.6 µM | hit rate 0.91% among 650,000 | AID 1259374; in the data active = inhibition above about 50%;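 note: 0% = vehicle wells with protein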
FBW7 activator: activators of human E3 ligase FBW7; hit rate 0.13% among 650,000; normalized activity (activation), % at 26.1 µM; AlphaScreen FBW7–phospho-cyclin E peptide binding, activator screen; in the data active = normalized activity above about 1.9%;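 note: purified mutant Fbw7 with reduced substrate affinity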
Target sequence (Q969H0 whole entry, looked up): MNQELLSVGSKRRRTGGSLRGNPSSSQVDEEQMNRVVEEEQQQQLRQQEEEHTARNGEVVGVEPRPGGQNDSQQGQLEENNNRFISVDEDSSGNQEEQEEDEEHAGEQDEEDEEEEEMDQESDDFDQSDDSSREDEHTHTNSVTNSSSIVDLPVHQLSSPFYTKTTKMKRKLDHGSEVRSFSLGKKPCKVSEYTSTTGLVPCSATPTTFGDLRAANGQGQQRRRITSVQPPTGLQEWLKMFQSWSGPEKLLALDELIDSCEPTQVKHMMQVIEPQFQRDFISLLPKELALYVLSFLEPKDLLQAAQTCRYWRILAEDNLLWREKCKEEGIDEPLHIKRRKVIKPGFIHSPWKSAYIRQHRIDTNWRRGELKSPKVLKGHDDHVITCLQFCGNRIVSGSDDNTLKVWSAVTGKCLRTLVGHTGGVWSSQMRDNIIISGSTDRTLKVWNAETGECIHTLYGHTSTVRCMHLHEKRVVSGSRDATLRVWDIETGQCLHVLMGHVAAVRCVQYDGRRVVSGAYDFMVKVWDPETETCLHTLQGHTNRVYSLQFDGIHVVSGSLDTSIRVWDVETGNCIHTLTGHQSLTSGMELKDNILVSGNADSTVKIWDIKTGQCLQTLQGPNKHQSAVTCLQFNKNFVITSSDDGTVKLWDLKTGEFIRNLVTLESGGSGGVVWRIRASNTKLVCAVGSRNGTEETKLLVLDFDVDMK
TEAD-YAP inh: TEAD-YAP interaction inhibition. HEK-TIYL cells, TEAD-Gal4/YAP UAS-luciferase luminescence. inhibition, % at 9.12 µM. AID 1259422. hit rate 1.4% among 640,000; in the data active = inhibition above about 32%;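 note: 0% = median of test compound wells and 100% = reference inhibitor wells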
GPR151 activ: activators of human GPR151; activation, % at 11.2 µM; PathHunter beta-arrestin GPR151 cells, luminescence; hit rate 1% among 650,000; Q8TDV0; AID 1508602; in the data active = activation above about 4.9%;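 note: 0% = median of compound wells and 100% = cells with positive control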
Starred values were filed as active, the others as inactive. Rows were taken by chance; 3.5% or so of the library scored in one or more.

COc1ccc(/C=C(/C(=O)NCc2ccccn2)c2ccccc2)cc1 was read as MITF inh -5, FBW7 activator -0.5, TEAD-YAP inh -5 and GPR151 activ -0.2.
COC(C(=O)NCC1Cc2cc(-c3ccc(C(N)=O)cn3)cc(F)c2O1)c1ccccc1 (stereo not given) was read as MITF inh 3, FBW7 activator 0.0, TEAD-YAP inh -9 and GPR151 activ 0.8.
Screening COc1ccc(/C=C2\C(=O)c3ccccc3C2=C(C#N)C#N)cc1OC returned MITF inh 7, FBW7 activator 0.1, TEAD-YAP inh -8 and GPR151 activ 1.6.
For O=C(Cn1c(=S)[nH]c2ccccc2c1=O)N1CCN(c2ccccn2)CC1 the results were MITF inh 9, FBW7 activator 0.4, TEAD-YAP inh 2 and GPR151 activ 1.3.
Screening CC(=O)C1=C(O)C(=O)N(CCc2ccccc2)C1c1ccccc1[N+](=O)[O-] (stereo not given) returned MITF inh 11, FBW7 activator 0.3, TEAD-YAP inh 3 and GPR151 activ -0.9.
Screening COc1ccc(S(=O)(=O)N(CC(=O)N2CCC(C)CC2)Cc2ccccc2)cc1OC returned MITF inh 2, FBW7 activator -0.1, TEAD-YAP inh -12 and GPR151 activ 0.7.
CN1C(=C(C#N)C(=O)CN2C(=O)NC(CCc3ccccc3)C2=O)N(C)c2ccccc21 (stereo not given) was read as MITF inh 3, FBW7 activator 0.0, TEAD-YAP inh 8 and GPR151 activ -1.1.
Screening CC(C)CC(C(=O)Nc1sc2c(c1C(N)=O)CCC2)N1C(=O)c2ccccc2C1=O (stereo not given) returned MITF inh 1, FBW7 activator -0.1, TEAD-YAP inh -8 and GPR151 activ -0.6.
CCC(=O)Nc1sc2c(c1C(N)=O)CCN(C(C)=O)C2 was read as MITF inh -1, FBW7 activator 0.0, TEAD-YAP inh 11 and GPR151 activ -0.4.
For CCN1C(=O)/C(=C2/C=Cc3ccccc3N2CC)SC1=Nc1ccccc1 the results were MITF inh 21, FBW7 activator -0.2, TEAD-YAP inh -7 and GPR151 activ 3.3.
Screening COCCOC(=O)C1=C(C)NC(=O)NC1c1ccc(C)cc1 (stereo not given) returned MITF inh 8, FBW7 activator 0.0, TEAD-YAP inh 1 and GPR151 activ 0.4.
Screening CCNC(=S)NCCc1c[nH]c2ccc(OC)cc12 returned MITF inh 1, FBW7 activator -0.1, TEAD-YAP inh 0 and GPR151 activ 0.0.
Screening CC(=O)c1c(C)[nH]c(C(=O)NC(c2ccccc2)c2ccccc2)c1C returned MITF inh 0, FBW7 activator 0.0, TEAD-YAP inh 5 and GPR151 activ 0.5.
CC(C)(C)c1ccc(NC(=O)CCC(=O)O)cc1 was read as MITF inh 6, FBW7 activator 0.5, TEAD-YAP inh -9 and GPR151 activ -2.5.
Screening CCS(=O)(=O)N1CCC[C@H](Cn2nc(-c3cccs3)ccc2=O)C1 returned MITF inh 2, FBW7 activator -0.1, TEAD-YAP inh -2 and GPR151 activ 0.4.
`CCN(CC)S(=O)(=O)c1cccc(C(=O)c2c(C)cc3ccccn23)c1` gave MITF inh -7, FBW7 activator 0.0, TEAD-YAP inh 5 and GPR151 activ 0.2.
NC(=O)c1sc(=S)n2c1[nH]c(=O)c1ccccc12 was read as MITF inh 0, FBW7 activator -0.3, TEAD-YAP inh -3 and GPR151 activ 1.6.
N#Cc1c(-c2ccc(F)cc2)cc(-c2cccs2)nc1SCc1ccccc1Cl was read as MITF inh 5, FBW7 activator -0.1, TEAD-YAP inh 5 and GPR151 activ -1.0.
COc1ccc(S(N)(=O)=O)cc1N(C)S(=O)(=O)c1ccccc1 was read as MITF inh -9, FBW7 activator 0.0, TEAD-YAP inh -7 and GPR151 activ -0.6.
Cc1ccc(NC(=O)Cc2nnc(SCC(=O)Nc3nccs3)n2C)cc1 was read as MITF inh 10, FBW7 activator 1.3, TEAD-YAP inh 0 and GPR151 activ -1.1.
For COc1cc(/C=C2\C(=O)N(c3ccc(S(N)(=O)=O)cc3)N=C2C)cc(OC)c1O the results were MITF inh 0, FBW7 activator 0.1, TEAD-YAP inh -14 and GPR151 activ 0.0.
For O=C(CSc1nc2ccccc2n1CC(=O)N1CCCCC1)N1CCCCCC1 the results were MITF inh 23, FBW7 activator 0.2, TEAD-YAP inh 7 and GPR151 activ 0.5.
CCC1(C)NN(CCO)C(=O)CS1 (stereo not given) was read as MITF inh 10, FBW7 activator 0.0, TEAD-YAP inh -9 and GPR151 activ -1.1.
Screening CCOC(=O)c1cc(-c2ccccc2)sc1NC(=O)CSc1nnc2cc(C)c3ccccc3n12 returned MITF inh -10, FBW7 activator 0.8, TEAD-YAP inh -11 and GPR151 activ 0.5.

For reference, some entries already given.
Screening CC(=O)c1c(C)[nH]c(C(=O)NC(c2ccccc2)c2ccccc2)c1C returned MITF inh 0, FBW7 activator 0.0, TEAD-YAP inh 5 and GPR151 activ 0.5.
CC(C)(C)c1ccc(NC(=O)CCC(=O)O)cc1 was read as MITF inh 6, FBW7 activator 0.5, TEAD-YAP inh -9 and GPR151 activ -2.5.
Screening CCS(=O)(=O)N1CCC[C@H](Cn2nc(-c3cccs3)ccc2=O)C1 returned MITF inh 2, FBW7 activator -0.1, TEAD-YAP inh -2 and GPR151 activ 0.4.
`CCN(CC)S(=O)(=O)c1cccc(C(=O)c2c(C)cc3ccccn23)c1` gave MITF inh -7, FBW7 activator 0.0, TEAD-YAP inh 5 and GPR151 activ 0.2.

(listing goes on)
Screening COc1ccccc1N1CCN(C(=O)CSc2nc3ccc(Br)cc3c3nc4ccccc4n23)CC1 returned MITF inh 18, FBW7 activator 0.9, TEAD-YAP inh 19 and GPR151 activ 0.3.
Screening C=Cc1ccc(Cn2c(C)c(CNCCc3ccccc3C)c(C(=O)O)c2C)cc1 returned MITF inh 7, FBW7 activator 0.0, TEAD-YAP inh -4 and GPR151 activ 0.6.
`CCOC(=O)N1CCN(C(=O)c2cc(Br)ccc2Cl)CC1` gave MITF inh -9, FBW7 activator 0.0, TEAD-YAP inh -5 and GPR151 activ 0.5.
For CC1=C(C(=O)Nc2ccccc2)C(c2ccccc2)n2c(s/c(=C/c3ccccc3)c2=O)=N1 (stereo not given) the results were MITF inh 17, FBW7 activator 0.1, TEAD-YAP inh 0 and GPR151 activ -0.2.
O=c1cc(-c2cccc3ccccc23)[nH][nH]1 was read as MITF inh 8, FBW7 activator 0.0, TEAD-YAP inh 2 and GPR151 activ -0.5.
Screening CC(C)(C)c1ccc(CSc2nc3ccc(NC(=O)c4ccc(Br)cc4)cc3s2)cc1 returned MITF inh 7, FBW7 activator 0.1, TEAD-YAP inh -4 and GPR151 activ -0.1.
Screening Cc1cc(Oc2ccc(=O)n(C)n2)nc(SCC(N)=O)n1 returned MITF inh 7, FBW7 activator 0.0, TEAD-YAP inh -3 and GPR151 activ -1.8.
For CC(C)Oc1ccccc1C1CC(=O)Nc2c1cc(Br)c1ccccc21 (stereo not given) the results were MITF inh -3, FBW7 activator 0.1, TEAD-YAP inh 2 and GPR151 activ -1.3.
Screening CC(Oc1ccccc1C#N)C(=O)Nc1ccccc1F (stereo not given) returned MITF inh 7, FBW7 activator 0.0, TEAD-YAP inh -5 and GPR151 activ -1.6.
`COc1cccc(Nc2nc(-c3ccc(Cl)cc3)cs2)c1` gave MITF inh 2, FBW7 activator 0.3, TEAD-YAP inh -23 and GPR151 activ 1.3.
For Cc1ccc(Cl)c(OCC(=O)N2CCc3ccccc3C2)c1 the results were MITF inh -5, FBW7 activator 0.0, TEAD-YAP inh -50 and GPR151 activ 0.1.
Screening Cc1[nH]n(-c2ncc(C(=O)O)c(=O)[nH]2)c(=O)c1Cc1ccccc1 returned MITF inh 83*, FBW7 activator -0.2, TEAD-YAP inh 0 and GPR151 activ 0.5.
Screening CCC(CC)C(=O)Nc1ccc(C)cc1C returned MITF inh -10, FBW7 activator 0.0, TEAD-YAP inh -1 and GPR151 activ -0.1.
`COCCn1nnnc1C(c1ccccc1OC)N1CCN(c2ccccc2)CC1` (stereo not given) gave MITF inh 9, FBW7 activator 1.4, TEAD-YAP inh 7 and GPR151 activ -0.4.
For Nc1nc(SCC(=O)c2cc(Cl)ccc2Cl)n[nH]1 the results were MITF inh -8, FBW7 activator 0.0, TEAD-YAP inh -7 and GPR151 activ 1.1.
`CC(C)(C)N(N)C(=O)c1ccccc1N` gave MITF inh 4, FBW7 activator 0.0, TEAD-YAP inh 5 and GPR151 activ 0.3.
For Cc1nn(Cc2ccccc2)c(C)c1NC(=O)c1cc(-c2ccc(O)cc2)on1 the results were MITF inh 10, FBW7 activator -0.1, TEAD-YAP inh 1 and GPR151 activ 0.3.
`CCCN1CCC(N(CCN2CCOCC2)C(=O)COCC(=O)O)CC1` gave MITF inh 3, FBW7 activator 0.1, TEAD-YAP inh -8 and GPR151 activ 0.0.
CC1=C(C(=O)OCCc2ccccc2)C(c2cc3c(cc2Cl)OCO3)C2=C(CC(c3ccc(Cl)cc3)CC2=O)N1 (stereo not given) was read as MITF inh -11, FBW7 activator 0.0, TEAD-YAP inh -3 and GPR151 activ 0.1.
COCC(O)CNCc1c(C(=O)N2CCCCCC2)nc2cc(C)ccn12 (stereo not given) was read as MITF inh 0, FBW7 activator 0.1, TEAD-YAP inh -3 and GPR151 activ 0.0.
Screening O=C(CSc1nnc(NC(=O)c2ccco2)s1)Nc1ccccc1C(F)(F)F returned MITF inh 3, FBW7 activator 0.1, TEAD-YAP inh 7 and GPR151 activ 0.0.
For O=C(OC1CCOC1=O)c1ccc(S(=O)(=O)N2CCCC2)cc1 (stereo not given) the results were MITF inh 0, FBW7 activator 0.2, TEAD-YAP inh -9 and GPR151 activ -1.6.
COc1ccccc1NC(=O)C1=C(C)Nc2nc(-c3ccncc3)nn2C1c1cccs1 (stereo not given) was read as MITF inh 6, FBW7 activator -0.1, TEAD-YAP inh 9 and GPR151 activ 4.5.
For Cc1nnc(NC(=O)CSc2nnc3c4c5c(sc4nc(C)n23)CCCC5)s1 the results were MITF inh -6, FBW7 activator -0.1, TEAD-YAP inh 3 and GPR151 activ 3.1.
For CCC[C@@H]1NC(=O)[C@@H]2C[C@H](NC(=O)Nc3c(Cl)cccc3Cl)CN2C1=O the results were MITF inh 10, FBW7 activator 0.2, TEAD-YAP inh -1 and GPR151 activ 0.7.
`Cc1ccc(C(=O)Nc2ccc(O)cc2C(=O)O)cc1` gave MITF inh 22, FBW7 activator -0.4, TEAD-YAP inh 12 and GPR151 activ -5.6.
COC(c1ccc2c(c1)CN(C(=O)c1ccc(-n3cnnn3)cc1)CCO2)C1CCCCC1 (stereo not given) was read as MITF inh -12, FBW7 activator 0.0, TEAD-YAP inh -1 and GPR151 activ 0.8.
`O=C(Nc1cccc(Cl)c1)Nc1ccccc1C(=O)N1CCCCC1` gave MITF inh -30, FBW7 activator 0.3, TEAD-YAP inh -7 and GPR151 activ -0.3.
For Cc1nn(C(=O)c2cccc(Cl)c2)c(N)c1-c1ccccc1 the results were MITF inh -3, FBW7 activator -0.1, TEAD-YAP inh -24 and GPR151 activ -0.1.
For COCCn1c(Cc2ccccc2)nnc1SCC(=O)N1CCOCC1 the results were MITF inh -10, FBW7 activator 0.0, TEAD-YAP inh 0 and GPR151 activ -0.7.
Screening CC(C)N1CCc2c(sc(NC(=O)c3cc4ccccc4o3)c2-c2nc3ccccc3s2)C1 returned MITF inh -2, FBW7 activator 0.3, TEAD-YAP inh 5 and GPR151 activ 0.7.
For CN(C)CCOc1cc(-c2ccnc(N)n2)ccc1NC(=O)C1COc2ccccc2O1 (stereo not given) the results were MITF inh 2, FBW7 activator -0.1, TEAD-YAP inh -2 and GPR151 activ 3.8.
O=c1c2ccccc2ncn1CCCOc1cccc(Cl)c1 was read as MITF inh -1, FBW7 activator -0.1, TEAD-YAP inh -13 and GPR151 activ 1.5.
`COc1ccc2oc(=Nc3ccc(OC(F)(F)F)cc3)c(C(=O)NC(C)=O)cc2c1` gave MITF inh 11, FBW7 activator 0.1, TEAD-YAP inh 2 and GPR151 activ 0.1.
CCOC(=O)c1cc(S(=O)(=O)N2CCc3ccccc32)cn1C was read as MITF inh 8, FBW7 activator -0.1, TEAD-YAP inh -3 and GPR151 activ 0.4.
For Cc1ccc(Cl)cc1N(CC(=O)NCc1ccncc1)S(C)(=O)=O the results were MITF inh -14, FBW7 activator 0.0, TEAD-YAP inh -4 and GPR151 activ -0.2.
Screening Nc1c(C(=O)c2ccc(F)cc2)sc2nc(-c3cccs3)ccc12 returned MITF inh -12, FBW7 activator 0.4, TEAD-YAP inh -2 and GPR151 activ -0.3.
For CCOc1ccc(/C=N\NC(=O)C2COc3cc4ccccc4cc3O2)c(O)c1 (stereo not given) the results were MITF inh -46, FBW7 activator 0.3, TEAD-YAP inh 5 and GPR151 activ 3.0.

3 records picked at random from the list so far, as already listed:
`COc1ccc2oc(=Nc3ccc(OC(F)(F)F)cc3)c(C(=O)NC(C)=O)cc2c1` gave MITF inh 11, FBW7 activator 0.1, TEAD-YAP inh 2 and GPR151 activ 0.1.
For CN(C)CCOc1cc(-c2ccnc(N)n2)ccc1NC(=O)C1COc2ccccc2O1 (stereo not given) the results were MITF inh 2, FBW7 activator -0.1, TEAD-YAP inh -2 and GPR151 activ 3.8.
For CCC[C@@H]1NC(=O)[C@@H]2C[C@H](NC(=O)Nc3c(Cl)cccc3Cl)CN2C1=O the results were MITF inh 10, FBW7 activator 0.2, TEAD-YAP inh -1 and GPR151 activ 0.7.
